MrgX1 PAM = allosterically activates human MrgX1 receptor signaling | Q96LB2 | MrgX1-HEK293, Fluo-4 calcium flux, FDSS; stronger effect = higher value | B-score at 10 µM | 0.63% of 310,000 active;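 active = plate-corrected calcium response at least 3 library SD above typical, normal starting fluorescence, not activating the receptor alone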;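 note: compound read alongside a low EC10 to EC30 dose of BAM8-22 agonist; peak minus trough fluorescence over baseline measured at the second addition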
KCNQ1 pot = potentiates or activates the human KCNQ1 potassium channel. 0.35% of 310,000 active. B-score at 10 µM. P51787. CHO-K1 KCNQ1, thallium flux FluxOR fluorescence; stronger effect = higher value;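 active = fluorescence ratio B-score, a plate-corrected score, at least three library SD, with initial intensity B-score within 5 SD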
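System: CHO-K1 cells stably expressing KCNQ1 / Medium: assay buffer for compound exposure, DMSO matched across wells / Reagent: thallium- and potassium-containing depolarizing buffer / Compound: one concentration, matched DMSO / Incubation: 20 min compound pretreatment at room temperature / Measured by: kinetic FluxOR fluorescence, 10 s baseline plus 110 s post-stimulus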
MrgX1 agonist = activates human MrgX1 receptor signaling; Q96LB2; 0.44% of 310,000 active; MrgX1-HEK293 cells, Fluo-4 calcium fluorescence, agonist mode; stronger effect = higher value; B-score at 10 µM;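 active = calcium response B-score plate-corrected fluorescence ratio at least 3 library SD, with starting fluorescence B-score inside 5 SD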
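Test system: HEK293 cells stably expressing human MrgX1 receptor; amount: 15,000 cells per well; doses: compound delivered in addition one of three; times: overnight plating before 1 h dye loading; detection: Fluo-4 NW calcium-flux fluorescence, kinetic read; read-out basis: B-scored fluorescence response ratio; controls: positive and negative controls per plate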
KCNK3 inh = human KCNK3 channel inhibition, primary screen; 0.84% of 340,000 active; CHO-KCNK3 thallium flux, FluxOR fluorescence; stronger effect = lower value; B-score at 10 µM; O14649;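 active = B-score under library mean minus 4 SD, starting fluorescence ratio at most library mean plus 5 SD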;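 note: more negative B-score means stronger inhibition of thallium flux through KCNK3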
RGS4 block = human RGS4 inhibition | 0.45% of 310,000 active | B-score at 10 µM | P49798 | HEK293 M3R/RGS4 inducible, Fluo-4 calcium flux; stronger effect = higher value; triggered by carbachol at its EC20;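 active = B-score, a plate-corrected calcium signal, over three deviations above library mean, with baseline fluorescence within five deviations of library mean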;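 note: RGS4 expression induced by doxycycline in cells with stable M3 receptor; B-score is computed from the integrated fluorescence ratio over baseline after carbachol; higher B-score means a larger calcium signal and so more RGS4 inhibition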
ANO1 block = blocks the mouse calcium-activated chloride channel TMEM16A. normalized B-score (activity score, 25-100; higher = stronger inhibition) at 10 µM. HEK293 TMEM16A/YFP iodide influx fluorescence, ionomycin. 1.2% of 310,000 active. Q8BHY3;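 active = ratio plate-corrected score three or more library SD toward inhibition, starting fluorescence score within five deviations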;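 note: score derived from kinetic fluorescence span divided by baseline fluorescence per well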
Target sequence (Q8BHY3 whole entry, looked up): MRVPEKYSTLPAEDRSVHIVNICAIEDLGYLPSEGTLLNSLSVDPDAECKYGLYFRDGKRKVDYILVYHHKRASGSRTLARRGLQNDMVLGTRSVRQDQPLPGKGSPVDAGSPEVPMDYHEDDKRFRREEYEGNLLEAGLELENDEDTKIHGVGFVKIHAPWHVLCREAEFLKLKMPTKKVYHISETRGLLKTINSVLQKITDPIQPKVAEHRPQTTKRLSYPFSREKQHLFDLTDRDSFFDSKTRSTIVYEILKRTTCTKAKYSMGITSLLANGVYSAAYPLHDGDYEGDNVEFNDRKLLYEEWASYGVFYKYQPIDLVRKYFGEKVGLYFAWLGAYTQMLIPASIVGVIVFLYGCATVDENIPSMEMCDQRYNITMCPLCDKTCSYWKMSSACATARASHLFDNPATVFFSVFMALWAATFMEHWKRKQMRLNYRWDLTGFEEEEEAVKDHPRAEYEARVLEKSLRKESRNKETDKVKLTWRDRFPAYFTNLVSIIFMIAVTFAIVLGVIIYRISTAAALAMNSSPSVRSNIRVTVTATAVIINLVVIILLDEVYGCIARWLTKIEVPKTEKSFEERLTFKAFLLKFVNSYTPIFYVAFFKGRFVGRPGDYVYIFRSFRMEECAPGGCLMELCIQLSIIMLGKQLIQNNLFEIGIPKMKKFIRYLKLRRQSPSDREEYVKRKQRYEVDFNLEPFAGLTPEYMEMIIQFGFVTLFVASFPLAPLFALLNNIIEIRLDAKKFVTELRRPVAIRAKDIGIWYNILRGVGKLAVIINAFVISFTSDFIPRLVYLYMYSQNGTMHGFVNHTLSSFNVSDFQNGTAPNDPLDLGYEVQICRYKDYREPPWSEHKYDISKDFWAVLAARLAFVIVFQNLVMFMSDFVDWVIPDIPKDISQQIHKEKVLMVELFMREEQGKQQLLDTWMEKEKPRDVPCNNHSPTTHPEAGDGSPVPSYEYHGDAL
TMEM16A act = mouse TMEM16A channel activation, primary screen. Q8BHY3. HEK293 TMEM16A/YFP-H148Q/I152L, iodide quench fluorescence; stronger effect = lower value. B-score at 10 µM. 0.3% of 340,000 active;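 active = fluorescence-ratio B-score plate-corrected deviation score at least 3 library SD below zero, with starting fluorescence score within 5 deviations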;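 note: channel opened by trigger with iodide after compound preincubation; score built on the fluorescence ratio of max minus min over baseline; more negative score means more quench and so TMEM16A activation or potentiation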
KCNQ1 block = inhibitors of human KCNQ1 potassium channel. CHO-K1 KCNQ1, FluxOR thallium flux fluorescence; stronger effect = higher value. B-score at 10 µM. 1.3% of 310,000 active;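 active = compounds whose thallium flux B-score, printed positive for inhibition, exceeds three library SD while starting fluorescence stays within three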;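 note: channel opened by potassium depolarization with thallium stimulus after 20 min compound exposure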
RGS4 pot = potentiators or activators of RGS4; HEK293 M3R/inducible RGS4, carbachol calcium flux Fluo4; stronger effect = lower value; B-score at 10 µM; 0.92% of 310,000 active; AID 463111;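 active = B-score of the integrated calcium signal more than 4 SD below the library mean, with starting fluorescence not abnormally high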;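 note: negative B-score means reduced calcium response which marks RGS4 activation or potentiation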
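Reagent: ECmax carbachol challenge; Test system: M3R-expressing HEK293 line, RGS4 induced by doxycycline; Schedule: overnight RGS4 induction, 30 min dye load 37 °C, 20 min compound RT; Detection: calcium dye Fluo4 fluorescence; Read-out: Agonist-evoked peak-minus-minimum fluorescence over baseline, integrated ratio, B score.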
KCNK9 block = inhibitors of human KCNK9 two-pore domain potassium channel | Q9NPC2 | HEK293 KCNK9, FluxOR thallium flux fluorescence; stronger effect = lower value | B-score at 10 µM | 1.2% of 310,000 active | AID 488922;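 active = ratio B-score over 3 SD below the library mean, with starting fluorescence within 5 SD of its mean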;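 note: negative B-score means less thallium flux so channel inhibition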
hERG protect = hERG (human) protection from proarrhythmic block. 0.51% of 310,000 active. AID 1511. CHO-hERG, FluxOR thallium flux, dofetilide IC70 present. activation (rescue from dofetilide block), less the hit threshold, % at 10 µM;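 active = activation above the mean of controls blocked by dofetilide plus 5 SD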;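 note: thallium influx through hERG after potassium depolarization seen as dye fluorescence rise; in these data hits start at about 4.7%; inactives centre near -7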
* hit, by the source's call; i = inactive; . = not tested or not shown. The order is random; about 6.3% have a hit in one of these screens.

Value order – MrgX1 agonist | MrgX1 PAM | KCNQ1 block | KCNK9 block | RGS4 pot | RGS4 block | TMEM16A act | hERG protect | KCNK3 inh | KCNQ1 pot | ANO1 block
> N#Cc1ccccc1Oc1ccc(S(=O)(=O)N2CCCCC2)cn1
    i | i | i | i | i | i | i | -6 | i | i | i
> Cc1ccc(CNC(=O)CCCCCNc2nc(=S)[nH]c3ccccc23)cc1
    i | i | i | i | i | i | . | -6 | . | i | i
> COc1ccccc1N(CC(=O)N1CCCCCC1)S(C)(=O)=O
    i | i | i | i | i | i | i | 3 | i | i | i
> O=C(Nc1ccccc1)c1ccc(CN2CCc3ccccc3C2)cc1
    i | i | i | i | i | i | i | -5 | i | i | i
> Cc1cc(C(=O)N/N=C/c2ccccc2[N+](=O)[O-])c(C)o1
    i | i | i | i | i | i | i | -10 | i | i | i
> CSc1nc2c(c(=O)n1-c1ccccc1)SCC2
    i | i | i | i | i | i | i | -10 | i | i | i
> N#CSC(c1ccccc1)c1nc2ccccc2[nH]c1=O (configuration not stated)
    i | i | i | i | i | i | i | -6 | i | i | i
> COc1ccc(-c2nnnn2-c2ccc(F)cc2F)cc1
    i | i | i | i | i | i | i | 3 | i | i | i
> Cc1ccc(S(=O)(=O)N2CCOCC2)cc1NC(=O)COC(=O)c1ccccc1OCc1c(C)noc1C
    i | i | i | i | i | i | i | -5 | i | i | i
> CCOC(=O)/C(C#N)=C/c1cc2ccc(C)cc2nc1Cl
    i | i | i | i | i | i | i | -7 | i | i | i
> O=C1N[C@@H](Cc2ccccc2)C(=O)N2[C@@H]3N(S(=O)(=O)c4ccccc4)c4ccccc4[C@]3(Br)C[C@@H]12
    i | i | i | i | i | i | i | -8 | i | i | i
> O=S(=O)(c1ccccc1)N(CC(O)COc1ccccc1)c1ccccc1 (configuration not stated)
    i | 7.8* | i | i | i | i | i | -15 | i | i | i
> O=C(CCc1ccc(CCC(=O)c2cccs2)s1)c1cccs1
    i | i | i | -11* | i | i | i | -11 | i | i | i
> C=CCN(C(=O)c1csnn1)C(C(=O)NC1CCCCC1)c1ccccc1F (configuration not stated)
    i | i | i | i | i | i | i | -6 | i | i | i
> CN1N=C(C(C)(C)C)CC1=O
    i | i | i | i | i | i | i | -1 | i | i | i
> CCc1ccccc1NC(=O)c1ccc(-c2csc(C)n2)cc1
    i | i | i | i | i | i | i | -6 | i | i | i
> C[C@@H](NC(=O)c1nc[nH]c1C(=O)N[C@@H](Cc1ccccc1)C(=O)OC(C)(C)C)c1ccccc1
    i | i | i | i | i | i | i | -12 | i | i | i
> CC1Oc2ccccc2C=C1/C=N/NC(=O)c1ccncc1 (configuration not stated)
    i | i | i | i | i | i | i | -10 | i | i | i
> Cc1cc(O)c(CN(C)C)c2c1C(=O)/C(=C/c1ccco1)O2
    i | i | i | i | i | i | i | -20 | i | i | i
> COc1cc2c(cc1OC)C1Cc3ccc(OC)c(OC)c3C[N+]1([O-])CC2 (configuration not stated)
    i | i | i | i | i | i | i | -2 | i | i | i
> Cc1cc(O)c(NC(=O)c2ccco2)cc1C
    i | i | i | i | i | i | i | -5 | i | i | i
> O=C(/C=C/c1ccc(F)cc1)NC(=S)N1CCOCC1
    i | i | i | i | i | i | i | -5 | i | i | i
> CC1CCCC(C)N1C(=C(Cl)Cl)C(=C1SCCS1)[N+](=O)[O-] (configuration not stated)
    i | i | i | i | i | i | -15* | -4 | i | i | i
> COc1cc(=O)n(C)c2cc(N(C)C)ccc12
    i | i | i | i | i | i | i | 0 | i | i | i
> CCN1CCCC1CNS(=O)(=O)c1cccc(C(F)(F)F)c1 (configuration not stated)
    i | i | i | i | i | i | i | -12 | i | i | i
> COc1ccc(C(=O)Nc2c(N)nc(SCC(=O)Nc3ccc(C(C)=O)cc3)[nH]c2=O)cc1
    i | i | i | i | i | i | i | -6 | i | i | i
> COc1cc2nc(CN(C)Cc3ccc(C(C)(C)C)cc3)[nH]c(=O)c2cc1OC
    i | i | i | i | i | i | i | -9 | i | i | i
> O=C(Nc1nc2ccccc2n1CCN1CCCC1)C1CCCCC1
    i | i | i | i | i | i | i | -12 | i | i | i
> N#Cc1cc([N+](=O)[O-])c(-n2nnc3ccccc32)c([N+](=O)[O-])c1
    i | i | 8* | i | i | i | i | -24 | i | i | i
> Cc1cccc(NC(=O)CCc2nnc3ccc(N4CCC(C)CC4)nn23)n1
    i | i | i | i | i | i | i | -7 | i | i | i
> O=C(N/N=C/c1ccncc1)c1cc([N+](=O)[O-])cc([N+](=O)[O-])c1
    i | i | i | i | i | i | i | -1 | i | i | i
> CCOC(=O)c1cnn(CCOC(=O)C2CC2)c1NC(=O)C1CC1
    i | i | i | i | i | i | i | -3 | i | i | i
> O=C(CNS(=O)(=O)c1ccccc1)Nc1cccc([N+](=O)[O-])c1
    i | i | i | i | i | i | i | -12 | i | i | i
> COc1cc(CC(NC(C)=O)C(=O)NC2CCN(c3c4c(nc5ncnn35)CCC4)CC2)cc(OC)c1 (configuration not stated)
    i | i | i | i | i | i | . | -13 | . | i | i
> Cc1ccc2c(COC(=O)c3ccccc3OC(F)F)cc(=O)oc2c1
    i | i | i | i | i | i | i | -7 | i | i | i
> O=C(O)COc1ccc2c(c1)CCCC2
    i | i | i | i | i | i | i | 2 | i | i | i
> COc1cc(/C(C)=N/NC(=O)CSc2nnc(C)s2)ccc1O
    i | i | i | i | i | i | i | -4 | i | i | i
> O=C(Nc1nnc(-c2ccc(Br)cc2)o1)c1ccco1
    i | i | i | i | i | i | i | -17 | i | i | i
> CCN1CCN(C(=O)c2ccc(N3CC4CC(C3)c3cccc(=O)n3C4)c([N+](=O)[O-])c2)CC1 (configuration not stated)
    i | i | i | i | i | i | i | -7 | i | i | i
> Cc1ccc(NC(=O)N(Cc2ccco2)C(C)c2ccco2)cc1C (configuration not stated)
    i | i | i | i | i | i | i | -8 | -9* | i | i
> CCOC(=O)c1c(C)[nH]c(=S)c(C#N)c1-c1ccc(Cl)cc1
    i | i | i | i | i | i | i | -4 | i | 9* | i
> C=C1CCC[C@]2(C)C[C@H]3OC(=O)C(CNCC(OC)OC)[C@H]3CC12 (some centres not stated)
    i | i | i | i | i | i | i | -4 | i | i | i
> O=C(Nc1cccc2c1CCCC2)c1cccc(F)c1
    i | i | i | i | i | i | i | -1 | i | i | i
> COc1cccc2cc(-c3ccnc(=S)[nH]3)oc12
    i | i | i | i | i | i | . | -7 | . | i | i
> O=C(COc1ccc(Cl)cc1)OCC(=O)N1CCCc2ccccc21
    i | i | i | i | i | i | i | 0 | i | i | i
> COc1ccc(/C(N)=N/OC(=O)CSc2ccccc2)cc1
    i | i | i | i | i | i | i | 0 | i | i | i
> O=C(NC1CCCC1)c1cc(-c2ccccc2)on1
    i | i | i | i | i | i | i | -6 | i | i | i
> O=C(O)CCNC(=O)c1cncc(Br)c1
    i | i | i | i | i | i | i | -5 | i | i | i
> C=CCSc1nc(N)cc(=O)[nH]1
    i | i | i | i | i | i | i | -4 | i | i | i
> Fc1ccc(-c2noc(-c3ccc4c(c3)CCO4)n2)cc1
    i | i | i | i | i | i | i | -3 | i | i | i
> COc1ccc(-c2cc(CNS(=O)(=O)c3ccc(NC(C)=O)cc3)on2)cc1
    i | i | i | i | i | i | i | -8 | i | i | i
> CCC1(C)Cc2sc3c(=O)[nH]c(=S)[nH]c3c2CO1 (configuration not stated)
    i | i | i | i | i | i | i | -5 | i | i | i
> O=[N+]([O-])c1ccccc1OC/C(=N\O)c1ccccc1
    i | i | i | i | i | i | i | -7 | i | i | i
> CS(=O)(=O)N(CC(=O)N1CCN(Cc2ccc3c(c2)OCO3)CC1)c1ccc2c(c1)OCO2
    i | i | i | i | i | i | i | 0 | i | i | i
> COc1ccccc1/C=C/CN1CCN(Cc2ccc(C)o2)C(CCO)C1 (configuration not stated)
    i | i | i | i | i | i | i | -6 | i | i | i
> CCc1sc(NC(=O)c2cc3ccccc3oc2=O)nc1-c1cccs1
    i | i | i | i | i | i | i | -2 | i | i | i
> COc1ccc(CCNC(=O)c2ccc3c(c2)NC(=O)C(CSCc2cc(C)ccc2C)N3)cc1OC (configuration not stated)
    28* | i | i | i | i | i | . | -13 | . | i | i
> COc1ccccc1-c1c(C)nn2c(N3CCOCC3)cc(C)nc12
    i | i | i | i | i | i | i | -4 | i | i | i
> COc1ccccc1CCc1nnc(CCC(=O)NCCCOc2cccnc2)o1
    i | i | i | i | i | i | i | -3 | i | i | i
> COC(=O)C(NC(=O)c1c(C)nn(C)c1Cl)c1ccccc1 (configuration not stated)
    i | i | i | i | i | i | i | -3 | i | i | i

Following part:
Value order – MrgX1 agonist | MrgX1 PAM | KCNQ1 block | KCNK9 block | RGS4 pot | RGS4 block | TMEM16A act | hERG protect | KCNK3 inh | KCNQ1 pot | ANO1 block
> CCOc1cc(/C=C/c2cccc[n+]2C)ccc1O
    i | i | i | i | i | i | i | -2 | i | i | i
> Cc1ccsc1/C=N/n1c(-c2ccccn2)n[nH]c1=S
    i | i | i | i | i | i | i | -5 | i | i | i
> COc1ccccc1N1CCN(C(=O)c2onc(C)c2Cl)CC1
    i | i | i | i | i | i | -7.7* | -8 | i | i | i
> COc1ccc2sc(NC(=O)c3ccco3)nc2c1
    i | i | i | i | i | i | i | -5 | i | i | i
> CCOC(=O)CNC(=O)c1nn(-c2ccc(OCC)cc2)c(=O)c2ccccc12
    i | i | . | . | . | . | i | . | i | . | i
> COc1ccc(OCC2CNC(=O)O2)cc1 (configuration not stated)
    i | i | i | i | i | i | i | -10 | i | i | i
> CCOc1ccc(NC(=O)CN(C)C(=O)c2cn3ccccc3n2)cc1OCC
    i | i | i | i | i | i | i | -14 | i | i | i
> Cc1cccc(S(=O)(=O)NCCNS(=O)(=O)c2cccc(C)c2)c1
    i | i | i | i | i | i | i | -4 | i | i | i
> COc1ccc(CNC(=O)c2ccc3ccccc3n2)cc1OC
    i | i | i | i | i | i | i | -9 | i | i | i
> CN(C(=O)c1c(Cl)cnn1C)C12CC3CC(CC(C3)C1)C2
    i | i | i | i | i | i | i | -7 | i | i | i
> CC1Cc2cc(/C=C3/SC(=S)NC3=O)ccc2O1 (configuration not stated)
    i | i | i | i | i | i | i | -5 | i | i | i

Screens as filed in PubChem.
